Bioassay records as filed in PubChem.
ALDH1A1 inh – inhibitors of human aldehyde dehydrogenase 1A1. 220,000 tested, 7.3% active. Potency, µM (series often up to 75.3 µM), without a hit: at the highest dose activity, negative = inhibition, actives largely listed as inhibitors. Purified ALDH1A1, NADH fluorescence, propionaldehyde substrate. P00352; active means well fitted inhibition curve with a large enough effect, not every such curve was filed as active; inconclusive means small, poorly fitted or top-dose-only effect, or another doubt; inactive means no such curve, though single readings can be large or run the other way;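 further: plate controls were no enzyme wells and a reference inhibitor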
KDM4E inh – JMJD2E (human) inhibition | JMJD2E catalytic domain, FDH-coupled NADH fluorescence (FDH is formaldehyde dehydrogenase) | Potency, µM (top dose mostly 57.1 µM), without a hit: at the top dose activity change, negative = inhibition, usual class: inhibitors | B2RXH2 | 230,000 tested, 1.6% active; active means well fitted inhibition curve with a large enough effect, not every such curve was filed as active; inconclusive means small, poorly fitted or top-dose-only effect, or another doubt; inactive means no such curve, though single readings can be large or run the other way;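 further: 0% = wells with enzyme and -100% = buffer wells without enzyme; nearly all actives have a fitted effect of over 50% in size; many of its hits are not listed in these tables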
RECQ1 inh – blocks DNA unwinding by human RECQ1; RECQ1 DNA unwinding, red fluorescence kinetic read; 240,000 tested, 0.54% active; Potency, µM (titrated, usually from 57.3 µM), without a hit: at the top dose activity, negative = inhibition, usual class: inhibitors; P46063;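 further: plate controls were vehicle for no effect and no enzyme for full effect; nearly all actives have a fitted effect of over 30% in size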
Target sequence (P46063 whole entry, looked up): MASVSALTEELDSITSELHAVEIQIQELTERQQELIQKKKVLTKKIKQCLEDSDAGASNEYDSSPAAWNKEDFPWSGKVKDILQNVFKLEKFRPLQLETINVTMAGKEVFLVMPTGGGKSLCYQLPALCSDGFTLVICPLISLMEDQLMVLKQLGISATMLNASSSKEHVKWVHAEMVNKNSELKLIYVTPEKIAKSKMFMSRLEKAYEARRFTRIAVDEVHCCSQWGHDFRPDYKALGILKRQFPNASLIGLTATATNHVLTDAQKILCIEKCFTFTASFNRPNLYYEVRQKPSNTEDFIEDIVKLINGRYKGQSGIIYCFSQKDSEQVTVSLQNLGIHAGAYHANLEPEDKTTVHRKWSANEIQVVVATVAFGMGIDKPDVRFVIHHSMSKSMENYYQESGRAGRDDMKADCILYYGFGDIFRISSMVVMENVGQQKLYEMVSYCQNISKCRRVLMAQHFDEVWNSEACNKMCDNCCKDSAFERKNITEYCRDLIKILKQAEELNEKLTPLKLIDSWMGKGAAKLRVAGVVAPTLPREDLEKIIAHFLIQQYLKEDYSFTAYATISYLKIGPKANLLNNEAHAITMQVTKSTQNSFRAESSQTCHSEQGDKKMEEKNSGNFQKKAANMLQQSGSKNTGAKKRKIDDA
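50 nM RECQ1T1 preincubated 15 min with compound in Tris pH 8.0 buffer with MgCl2, DTT, Tween-20 and 2.5 ug/ml poly(dI-dC); started with 200 nM TAMRA/BHQ-2 forked duplex and 2 mM ATP. Unwinding read as fluorescence (525/598 nm), two reads 2 h apart.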
SMN2 splice up – enhancers of SMN2 splice variant expression; HEK293 SMN2-luciferase splicing reporter, luminescence, 30-36 h; Potency, µM (titrated, usually from 46.1 µM), for the others: at the highest dose activity change, positive = activation, actives largely listed as activators; 210,000 tested, 2.8% active; further: % of control where 0% means no effect; nearly all actives have a fitted effect of over 55% in size
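HEK293 cells carry an SMN2 minigene-luciferase reporter in which exon 7 inclusion puts luciferase in frame. Cells were seeded at 2000 cells/well, attached for 10-12 hours, then exposed to compounds for 30-36 hours at 37C before ONE-Glo luminescence.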
GoLoco inh red – blocks human Gai1 binding to RGS12 GoLoco peptide, red readout; Gai1:RGS12 GoLoco peptide FP, rhodamine, 10 min; Potency, µM (series often up to 61.6 µM), inactives show top-dose activity, negative = inhibition, usual class: inhibitors; 230,000 tested, 0.44% active; AID 880; active means well fitted inhibition curve with a large enough effect, not every such curve was filed as active; inactive means no such curve, though single readings can be large or run the other way; further: on the % scale 0 is the no-effect control and ±100 the full control effect; nearly all actives have a fitted effect of over 30% in size; many of its hits are not listed in these tables
Target sequence (P63096 whole entry, looked up): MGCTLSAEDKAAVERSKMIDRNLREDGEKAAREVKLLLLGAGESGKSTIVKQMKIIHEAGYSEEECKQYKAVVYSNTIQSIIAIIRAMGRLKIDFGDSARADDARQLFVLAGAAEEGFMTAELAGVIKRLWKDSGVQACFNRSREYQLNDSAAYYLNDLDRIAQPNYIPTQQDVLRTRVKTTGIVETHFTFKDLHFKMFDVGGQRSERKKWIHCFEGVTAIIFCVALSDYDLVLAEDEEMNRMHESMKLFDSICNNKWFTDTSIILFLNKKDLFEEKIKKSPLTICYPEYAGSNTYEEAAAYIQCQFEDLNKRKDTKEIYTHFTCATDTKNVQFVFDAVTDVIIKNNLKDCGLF
TexasRed fluor – counter-screen for TRb-SRC2 inhibitors: fluorescence interference | 280,000 tested, 0.29% active | AID 1479 | TRb/SRC2 Texas Red total fluorescence interference | Potency, µM (series often up to 106 µM), for inactives: top-dose fluorescence change, negative = quenching; active means well fitted curve in either direction with a large enough effect; inconclusive means small, poorly fitted or top-dose-only effect; further: on the % scale 0 is the no-effect control and ±100 the full control effect
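Flags fluorescent or light-absorbing compounds by total fluorescence, S + 2P, at 555 nm excitation and 632 nm emission. Mixture: 20 nM Texas Red SRC2 peptide, 0.6 uM human TRb LBD, 1 uM T3, 5% DMSO; compound exposure 5 h at ambient temperature.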
TRb SRC2 PPI – inhibitors of human thyroid hormone receptor beta-SRC2 interaction; Potency, µM (top dose mostly 106 µM), inactives show at the highest dose activity change, negative = inhibition, most hits filed as inhibitors; TRbeta-SRC2 peptide binding, fluorescence polarization; receptor liganded with 1 µM T3; AID 1469; 280,000 tested, 0.065% active;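 further: plate controls were bound peptide for no effect and peptide without receptor for full effect; nearly all actives have a fitted effect of over 50% in size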
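Compounds were added to 0.6 uM TRb ligand-binding domain and 20 nM Texas Red-labeled SRC2 peptide in Tris buffer containing 1 uM T3, incubated 5 hr at ambient temperature, then read by fluorescence polarization.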
LMNA splice mod – LMNA splicing modulation; AID 1487; 200,000 tested, 0.01% active; HeLa LMNA splicing GFP/RFP minigene ratio, 48 h; Potency, µM (doses to about 46.1 µM), for inactives: at the highest dose ratio change, negative = inhibition, usual class: inhibitors; active means well fitted inhibition curve with a large enough effect in the signal ratio, with a control signal flat, not every such curve was filed as active; inconclusive means small, poorly fitted or top-dose-only effect, or effect the other way, or a change in a side signal; the % refers to the signal ratio; further: on the % scale 0 is the no-effect control and ±100 the full control effect
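S3 HeLa stable clones carrying a lamin A-EGFP splicing minigene plus DsRed2 were seeded at 600 cells/well in Opti-MEM with 2% FBS, pin-dosed and incubated 48 h at 37°C. Acumen cytometry (488 nm) gave the GFP/RFP total-intensity ratio.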
* = called active by the depositor; [ ] = remark or other dose. Unless noted, the call rests on the fitted dose curve; in most records, active means well fitted curve in the direction sought with a large enough effect; inconclusive means small, poorly fitted or top-dose-only effect, or another doubt; inactive means no such curve, though single readings can be large; an effect the other way counts as inactive or inconclusive. Potency means the concentration at half of the fitted maximal effect. Not all compounds are listed. The share of hits here may be higher or lower than overall.

CC(C)[C@H](NC(=O)c1ccccc1)C(=O)OCC(=O)N1CCc2ccccc2C1 was read as ALDH1A1 inh 13%, KDM4E inh 2%, RECQ1 inh 3%, SMN2 splice up -8%, GoLoco inh red -6%, TexasRed fluor -1%, TRb SRC2 PPI -4% and LMNA splice mod 11%.
`CNC(=O)c1[nH]cnc1C(=O)Nc1cccc(OC)c1` gave ALDH1A1 inh 28µM*, KDM4E inh 4%, RECQ1 inh inactive, SMN2 splice up inconclusive, GoLoco inh red 3%, TexasRed fluor 0%, TRb SRC2 PPI 1% and LMNA splice mod -6%.
Screening CSc1nc(Cl)cc(N(CCO)CCO)n1 returned ALDH1A1 inh 5%, KDM4E inh 6%, RECQ1 inh -4%, SMN2 splice up 2%, GoLoco inh red 10%, TexasRed fluor 1%, TRb SRC2 PPI -2% and LMNA splice mod 1%.
COc1cc(SC)ccc1C(=O)N(C)Cc1ccccc1 was read as ALDH1A1 inh -3%, KDM4E inh -1%, RECQ1 inh -2%, SMN2 splice up -5%, GoLoco inh red -2%, TexasRed fluor 0%, TRb SRC2 PPI 7% and LMNA splice mod -3%.
Screening O=C(CC1C(=O)NCCN1Cc1ccc(-c2ccccc2)cc1)NCCCn1cccn1 (stereo not drawn) returned ALDH1A1 inh -1%, KDM4E inh -25%, RECQ1 inh inactive, SMN2 splice up -20%, GoLoco inh red -9%, TexasRed fluor 1%, TRb SRC2 PPI -1% and LMNA splice mod 23%[46 µM].
`Cc1ccc(C(=O)Nc2ccon2)cc1S(=O)(=O)N1CCCC1` gave ALDH1A1 inh inconclusive, KDM4E inh -5%, RECQ1 inh -11%, SMN2 splice up -24%, GoLoco inh red 8%, TexasRed fluor 0%, TRb SRC2 PPI 1% and LMNA splice mod 2%.
For COc1ccc(Cl)cc1NC(=S)Nc1ccc(Cl)cn1 the results were ALDH1A1 inh -9%, KDM4E inh -1%, RECQ1 inh inactive, SMN2 splice up -7%, GoLoco inh red 11%, TexasRed fluor 0%, TRb SRC2 PPI -1% and LMNA splice mod 0%[46 µM].
`c1cc(Nc2ncnc3sccc23)cc(-c2nnc3n2CCCCC3)c1` gave ALDH1A1 inh -7%, KDM4E inh 6%, RECQ1 inh -12%, SMN2 splice up -25%, GoLoco inh red 21%, TexasRed fluor -3%, TRb SRC2 PPI 3% and LMNA splice mod inconclusive.
For COc1ccccc1N1CCN(CC(=O)N2N=CCC2c2ccccc2)CC1 (stereo not drawn) the results were ALDH1A1 inh 7%, KDM4E inh 4%, RECQ1 inh inactive, SMN2 splice up -1%, GoLoco inh red 6%, TexasRed fluor 2%, TRb SRC2 PPI -7% and LMNA splice mod -1%.
`Oc1ccc(/C=N/NC(=S)Nc2cccnc2)cc1O` gave ALDH1A1 inh inconclusive, KDM4E inh 16µM*, RECQ1 inh 8.9µM*, SMN2 splice up inconclusive, GoLoco inh red -3%, TexasRed fluor -9%, TRb SRC2 PPI -4% and LMNA splice mod 6%.
Screening Cc1ccc(-c2ccc(/C=N/NC(=O)CN3CCCC3)o2)cc1Cl returned ALDH1A1 inh inconclusive, KDM4E inh -9%, RECQ1 inh 0%, SMN2 splice up -12%, GoLoco inh red -1%, TexasRed fluor -5%, TRb SRC2 PPI 2% and LMNA splice mod 8%.
For CCOC(=O)C1CCCN(C2CC(=O)N(c3ccccc3)C2=O)C1 (stereo not drawn) the results were ALDH1A1 inh inconclusive, KDM4E inh 3%, RECQ1 inh inactive, SMN2 splice up -3%, GoLoco inh red 12%, TexasRed fluor -1%, TRb SRC2 PPI -1% and LMNA splice mod inconclusive.
For CCOC(=O)c1ccc2c(c1)nc(SCC(=O)c1ccco1)n2CC the results were ALDH1A1 inh inconclusive, KDM4E inh 0%, RECQ1 inh -13%, SMN2 splice up 23%, GoLoco inh red 16%, TexasRed fluor -1%, TRb SRC2 PPI 10% and LMNA splice mod 15%.
`Cc1cc(C)n2nc(SCN3C(=O)c4ccccc4C3=O)nc2n1` gave ALDH1A1 inh inconclusive, KDM4E inh 4%, RECQ1 inh -5%, SMN2 splice up 8%, GoLoco inh red 19%, TexasRed fluor 0%, TRb SRC2 PPI 14% and LMNA splice mod 26%.
`O=C(CSc1ncnc2[nH]ncc12)Nc1nc(-c2ccc(F)c(F)c2)cs1` gave ALDH1A1 inh -6%, KDM4E inh 2%, RECQ1 inh inactive, SMN2 splice up -64%[inhibitor], GoLoco inh red 14%, TexasRed fluor -4%, TRb SRC2 PPI -7% and LMNA splice mod inconclusive.
Screening C/C(Cc1ccccc1)=N/NC(=O)CNC(=O)C(c1ccccc1)c1ccccc1 returned KDM4E inh 3%, RECQ1 inh -8%, GoLoco inh red -1%, TexasRed fluor -2% and TRb SRC2 PPI -5%.
For CCOC(=O)CSc1nc2cc(C)ccc2cc1C#N the results were ALDH1A1 inh 3%, KDM4E inh 0%, RECQ1 inh -7%, SMN2 splice up 14µM*, GoLoco inh red 6%, TexasRed fluor 2%, TRb SRC2 PPI 4% and LMNA splice mod -3%.
Screening CC(=O)c1cccc(NC(=O)COC(=O)C2=COCCO2)c1 returned ALDH1A1 inh 9%, KDM4E inh 9%, RECQ1 inh -2%, SMN2 splice up 0%, GoLoco inh red -1%, TexasRed fluor 2%, TRb SRC2 PPI -5% and LMNA splice mod -2%[46 µM].
For O=C(c1ccc(Cl)cc1)c1oc2ccccc2c1CS(=O)(=O)c1ccccc1 the results were ALDH1A1 inh inconclusive, KDM4E inh 9%, RECQ1 inh inactive, SMN2 splice up -5%, GoLoco inh red -8%, TexasRed fluor 0%, TRb SRC2 PPI -25% and LMNA splice mod 4%.
Screening CN(C)c1oc(-c2ccccc2Cl)nc1S(=O)(=O)c1ccccc1 returned ALDH1A1 inh inconclusive, KDM4E inh -22%, RECQ1 inh -17%, SMN2 splice up -7%, GoLoco inh red 2%, TexasRed fluor -3%, TRb SRC2 PPI -14% and LMNA splice mod 10%.
For COc1ccc(NCc2ccc3c(c2)OCO3)cc1Cl the results were ALDH1A1 inh inconclusive, KDM4E inh -6%, RECQ1 inh -3%, SMN2 splice up 12%, GoLoco inh red 2%, TexasRed fluor -2%, TRb SRC2 PPI 2% and LMNA splice mod 0%.
Screening CSc1ccc(CNc2nnnn2C)cc1 returned ALDH1A1 inh -3%, KDM4E inh -17%, RECQ1 inh inactive, SMN2 splice up 6%, GoLoco inh red 9%, TexasRed fluor -1% and TRb SRC2 PPI -5%.
For Cc1ccc[n+](C2C(c3ccc([N+](=O)[O-])cc3)C(C#N)=C([S-])NC2(O)C2CC2)c1 (stereo not drawn) the results were ALDH1A1 inh inconclusive, KDM4E inh -14%, RECQ1 inh inactive, SMN2 splice up -15%, GoLoco inh red -4%, TexasRed fluor 1%, TRb SRC2 PPI 6% and LMNA splice mod 10%[46 µM].
`COc1ccc(-c2nnc(SCC(=O)NCC3CCCO3)n2C)cc1` (stereo not drawn) gave ALDH1A1 inh 4%, KDM4E inh 11%, RECQ1 inh inactive, GoLoco inh red -3%, TexasRed fluor -1%, TRb SRC2 PPI 7% and LMNA splice mod inconclusive.
For Cc1ccc(Oc2c(C(N)=O)cc([N+](=O)[O-])cc2[N+](=O)[O-])cc1 the results were ALDH1A1 inh inconclusive, KDM4E inh -6%, RECQ1 inh 5%, SMN2 splice up -98%[inhibitor], GoLoco inh red -15%, TexasRed fluor -3%, TRb SRC2 PPI 1% and LMNA splice mod inconclusive.
Screening COc1ccc(CCCc2nnc(SCC(=O)Nc3nc(C)cs3)n2C)cc1 returned ALDH1A1 inh 3%, KDM4E inh 6%, RECQ1 inh 0%, SMN2 splice up -46%[inhibitor], GoLoco inh red 13%, TexasRed fluor 4%, TRb SRC2 PPI 0% and LMNA splice mod 14%.
Screening COc1ccc(C2=C(O)C(C)N(c3ccccc3)C2=N)cc1OC (stereo not drawn) returned ALDH1A1 inh 6%, KDM4E inh -3%, RECQ1 inh -4%, SMN2 splice up -6%, GoLoco inh red -5%, TexasRed fluor -1%, TRb SRC2 PPI 1% and LMNA splice mod 9%.
Screening Cc1cc(C)nc(NS(=O)(=O)c2ccc(Br)s2)c1 returned ALDH1A1 inh 25µM*, KDM4E inh inconclusive, RECQ1 inh -5%, SMN2 splice up inconclusive, GoLoco inh red -17%, TexasRed fluor 1%, TRb SRC2 PPI 14% and LMNA splice mod 8%.
For COc1ccc(N(CCCN2C(=O)c3cccc4cccc(c34)C2=O)C(=O)c2cccc(OC)c2)cc1 the results were ALDH1A1 inh 8.9µM*, KDM4E inh inconclusive, RECQ1 inh -8%, SMN2 splice up -21%, GoLoco inh red -8%, TexasRed fluor -3%, TRb SRC2 PPI 0% and LMNA splice mod -1%.
COc1ccc(S(=O)(=O)N2Cc3ccccc3CC2C(=O)Nc2nccs2)cc1OC (stereo not drawn) was read as ALDH1A1 inh 4%, KDM4E inh -3%, RECQ1 inh -11%, SMN2 splice up 13µM*, GoLoco inh red 6%, TexasRed fluor 1%, TRb SRC2 PPI 7% and LMNA splice mod -5%.
Screening CCCn1c(-c2ccc(OC)cc2)nc2nc3ccccc3nc21 returned ALDH1A1 inh inconclusive, KDM4E inh inconclusive, RECQ1 inh -14%, TexasRed fluor -1%, TRb SRC2 PPI -16% and LMNA splice mod -6%.
For Cc1cc(C)c2c(N)c(C(=O)N3CCN(c4ncccn4)CC3)sc2n1 the results were ALDH1A1 inh inconclusive, KDM4E inh inconclusive, RECQ1 inh -5%, SMN2 splice up 12%, GoLoco inh red 1%, TexasRed fluor 1%, TRb SRC2 PPI 1% and LMNA splice mod -1%.
`COc1ccc(-c2ccc3ccccc3n2)cc1` gave ALDH1A1 inh inconclusive, KDM4E inh inconclusive, RECQ1 inh inactive, SMN2 splice up 13µM*, GoLoco inh red 8%, TexasRed fluor -2%, TRb SRC2 PPI -3% and LMNA splice mod 14%[46 µM].
